# MBD2 inh: MBD2-methylated oligo binding inhibition; TR-FRET, MBD2 binding to methylated oligonucleotide; inhibition, % at 4.4 µM; AID 686964; 370,000 compounds, 0.31% hits; Q9UBB5; in the data active means inhibition above about 13%
# PLC-gamma1 inh: blocks human PLC-gamma1 enzyme activity | P19174 | purified PLC-gamma1, fluorogenic substrate, fluorescence | inhibition, % at 12.2 µM | 370,000 compounds, 0.84% hits | AID 720700; in the data active means inhibition above about 9.5%
# DAX1 inh-1: inhibitors of DAX1 repression of SF-1 activated StAR promoter | HEK293T StAR-luciferase reporter, SF-1/DAX-1 repression relief | inhibition, % at 6.8 µM | 370,000 compounds, 1.1% hits | AID 652010;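 active means inhibition above the mean over all tested compounds plus 3 SD, cut at about 3.6% in these data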;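 further: 0% = DAX-1 cells with DMSO and 100% = cells lacking DAX-1 with DMSO; higher inhibition means more luminescence from relief of DAX-1 repression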
# Rev-erbA mod: modulators of human Rev-erb alpha DNA binding; activity, % at 10 µM; AID 1259318; P20393; Rev-erbα–FITC-DNA binding, fluorescence polarization, 90 min; 370,000 compounds, 0.79% hits;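 active means activity above about 14%, limit read from the data; passing the limit was not always enough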;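 further: 0% = DMSO wells with 35 nM protein and 100% = DMSO wells with 750 nM protein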
# Target sequence (P20393 whole entry, looked up): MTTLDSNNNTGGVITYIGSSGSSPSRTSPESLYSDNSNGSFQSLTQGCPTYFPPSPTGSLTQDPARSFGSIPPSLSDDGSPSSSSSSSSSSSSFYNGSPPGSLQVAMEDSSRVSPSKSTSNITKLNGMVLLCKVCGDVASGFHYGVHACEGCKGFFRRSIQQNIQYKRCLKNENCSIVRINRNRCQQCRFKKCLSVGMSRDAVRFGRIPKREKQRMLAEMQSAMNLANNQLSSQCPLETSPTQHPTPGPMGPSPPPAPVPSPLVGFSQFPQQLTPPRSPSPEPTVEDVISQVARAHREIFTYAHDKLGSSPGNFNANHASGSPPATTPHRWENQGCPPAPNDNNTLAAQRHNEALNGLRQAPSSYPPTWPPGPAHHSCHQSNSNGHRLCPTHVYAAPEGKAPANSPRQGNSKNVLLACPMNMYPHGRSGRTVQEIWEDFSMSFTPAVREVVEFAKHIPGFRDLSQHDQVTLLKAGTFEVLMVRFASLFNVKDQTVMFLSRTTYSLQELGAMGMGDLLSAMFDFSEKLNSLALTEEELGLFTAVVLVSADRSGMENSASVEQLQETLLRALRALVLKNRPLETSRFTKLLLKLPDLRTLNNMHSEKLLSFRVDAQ
# ssDAF-12 act: activators of S. stercoralis DAF-12 nuclear receptor; HEK293 ssDAF-12/GRIP1 lit1-tk-luc reporter, luminescence; % of 3 µM dafachronic acid response; activation, % at 6.8 µM; 370,000 compounds, 1% hits; AID 652126;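 active means activation above the mean over all tested compounds plus 3 SD, cut at about 0.9% in these data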;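 further: 0% = DMSO-only wells and 100% = 3 µM delta7-dafachronic acid wells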
# ADAM17 inh: inhibitors of human ADAM17; P78536; recombinant ADAM17, EDANS/DABCYL FRET peptide cleavage; inhibition, % at 6.95 µM; 370,000 compounds, 0.83% hits;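 active means inhibition above the mean of compounds lying between control limits plus 3 SD, set per campaign, cut at about 8.5% in these data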;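 further: 0% = DMSO-only wells as the low control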
# PLCb3 inh: inhibitors of human phospholipase C beta3. 370,000 compounds, 0.18% hits. Q01970. Purified PLC-beta3, fluorogenic substrate, fluorescence. AID 720704. inhibition, % at 12.2 µM; in the data active means inhibition above about 11%;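 further: 0% = median of compound wells on plate and 100% = full blocker control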
# DAX1 inh-2: inhibitors of human orphan nuclear receptor DAX1 (NR0B1); inhibition, % at 6.75 µM; P51843; 340,000 compounds, 0.99% hits; AID 504766; HEK293 Gal4-DAX1 luciferase reporter, luminescence;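 active means inhibition above the mean over all tested compounds plus 3 SD, cut at about 4.2% in these data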;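 further: 0% = DAX1-transfected cells with DMSO and 100% = empty-vector control cells with DMSO; inhibition shows as a rise in luminescence from relieved DAX1 repression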
# Target sequence (P51843 207-470 limits assumed): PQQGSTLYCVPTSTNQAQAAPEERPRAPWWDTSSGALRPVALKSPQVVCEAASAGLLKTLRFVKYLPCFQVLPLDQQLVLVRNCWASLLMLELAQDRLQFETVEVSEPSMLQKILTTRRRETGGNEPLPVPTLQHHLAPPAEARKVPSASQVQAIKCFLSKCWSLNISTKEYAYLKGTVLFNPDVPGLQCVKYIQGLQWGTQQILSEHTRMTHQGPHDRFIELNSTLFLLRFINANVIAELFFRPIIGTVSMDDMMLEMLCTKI
# hgDAF-12 ag: hgDAF-12 agonism, primary luciferase screen; HEK293 GAL4-hgDAF12 UAS-luciferase reporter, agonist luminescence; normalized to butyrate control; 370,000 compounds, 1.8% hits; activation, % at 6.8 µM;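 active means activation above a cutoff set at the mean of all screened compounds plus 3 SD, cut at about 10% in these data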;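 further: 0% = DMSO wells and 100% = sodium butyrate wells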
# SMARCA2 act: activators of SMARCA2 function | 370,000 compounds, 1% hits | activation, % at 9.1 µM | MG213 cells, MMTV-luciferase reporter, dexamethasone, overnight; in the data active means activation above about 7.8%;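 further: 0% = vehicle wells and 100% = reference activator wells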
# hcDAF-12 act: activators of H. contortus DAF-12 nuclear receptor; HEK293 hcDAF-12 lit1-tk-luc reporter, luminescence; 0% DMSO, 100% Δ7-dafachronic acid; activation, % at 6.8 µM; 370,000 compounds, 1.4% hits;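 active means activation above the mean of all tested compounds plus 3 SD, cut at about 5.5% in these data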;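 further: 100% = response to 3 µM Δ7-dafachronic acid high control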
# * hit, by the source's call; . = no result given. Hits appear at their usual frequency; any-hit rate near 7.4%.
SMILES,MBD2 inh,PLC-gamma1 inh,DAX1 inh-1,Rev-erbA mod,ssDAF-12 act,ADAM17 inh,PLCb3 inh,DAX1 inh-2,hgDAF-12 ag,SMARCA2 act,hcDAF-12 act
Cc1ccc(C(=O)NNC(=O)Cc2ccccc2)cc1,2,-1,-0.5,3,-1.0,-3,2,0.8,3.7,-4,0.1
FC(F)(F)c1cc(-c2ccccc2)nc(NCc2cccs2)n1,3,-9,-0.9,2,-1.7,-2,-15,1.5,-0.3,-1,-1.7
COc1ccc2[nH]c3c(c2c1)CCN1C(=O)N([C@@H](C)C(=O)NCCc2ccc(F)cc2)C(=O)[C@]31C,5,-3,-0.6,2,-1.4,2,-8,-1.7,-4.2,1,-2.3
Cc1ccc([N+](=O)[O-])c(-c2n[nH]c(=S)n2-c2cccc(Cl)c2)c1,-1,3,-0.5,2,-0.7,-1,-7,2.0,-1.2,-4,0.0
O=c1[nH]nc(-c2ccc[nH]2)[nH]1,-2,-1,0.2,-2,-1.0,-5,-2,0.7,1.9,2,-0.8
Cc1c(C#N)c(O)[nH]c(=O)c1N=Nc1ccc(Cl)c(C(=O)O)c1,-7,-14,0.0,12,-1.1,-5,-23,2.0,3.9,-4,0.6
CCOC(=O)c1cnc(SCC(=O)N2CCN(c3ccccc3)CC2)nc1N,2,-3,0.0,7,-0.7,-1,-4,0.1,-0.4,0,-0.5
CC(=O)C1=C(C)NC(SCC(=O)c2ccc(Cl)cc2)=C(C#N)C1c1ccco1 (stereo not drawn),2,-35,-1.4,8,-1.7,0,-59,-1.6,-2.7,0,-0.8
COc1ccccc1CC(=O)NC1CC(C)(C)NC(C)(C)C1,2,7,-0.1,0,-0.9,-7,-1,0.9,-1.5,5,-0.1
COc1ccc(-c2c(-c3cc(OC)cc(OC)c3)n(C)c3ccc(-c4ccc5cc[nH]c5c4)cc23)cc1,-4,-67,-0.8,4,-0.6,-52,-105,0.6,-1.5,-1,1.4
Cc1cc2ccccc2n1CCNC(=O)c1ccccc1,-6,-22,1.2,-9,-0.3,-2,-30,-0.9,1.1,4,4.1
Cc1ccc(F)c(S(=O)(=O)NC(=O)C2(C)CCN2C(=O)COc2ccc(Cl)cc2)c1 (stereo not drawn),0,0,-0.2,1,-0.9,-1,-1,.,1.9,-1,0.4
CC(NC(=O)COc1ccc(Br)cc1)C(=O)O (stereo not drawn),2,3,1.4,2,-1.1,3,3,-0.7,0.8,0,0.0
COc1cccc(OC)c1C(=O)NC(=S)Nc1ccc2oc(=O)ccc2c1,-3,5,-0.4,1,-1.0,3,-2,-1.7,4.7,0,-2.2
CC(=O)NCCC(=O)Nc1nc(-c2ccc3ccccc3c2)cs1,-6,6,0.2,11,0.8,1,-10,0.7,1.2,-4,-0.4
Cc1ccc(S(=O)(=O)NCC(=O)OCC(=O)c2cccs2)cc1,2,3,0.2,4,-0.6,-7,-2,-0.8,1.1,-2,-1.8
CN(C)c1ccncc1C(=O)Nc1ccc(F)cc1F,9,2,0.5,0,-1.4,-8,-4,1.5,1.0,-4,-1.1
Cc1ccc(C)c(N2C(=O)CC(Cc3ccccc3)C2=O)c1 (stereo not drawn),1,4,0.5,4,-1.5,6,-8,1.1,1.4,-4,-2.7
Cc1cc(C)c[n+](-c2[nH]c(=O)sc2/C=N/N=C(\[O-])c2cccnc2)c1,-14,7,1.2,-1,-0.8,1,6,-0.1,1.5,-2,-1.2
COc1ccccc1C(=O)OCC(=O)NC(=O)NC1CCCC1,4,1,-0.5,-2,-1.1,-3,-6,-0.5,-1.2,0,-0.7
COCCC(=O)N1CCCC(C(=O)c2ccc(C(F)(F)F)cc2)C1 (stereo not drawn),1,4,-0.1,-1,-1.1,-1,2,-0.3,-0.6,4,-1.1
COc1ccc(OC)c(NC(=O)CCC(=O)Nc2nnc(C(F)(F)F)s2)c1,1,-2,0.4,0,-1.1,-1,2,0.2,0.1,-1,-1.2
COc1ccccc1Oc1ccc(N2CC(C(=O)OCC(=O)c3ccccc3)CC2=O)cc1 (stereo not drawn),-6,0,1.7,-3,-1.1,1,-7,0.1,-2.8,0,-0.5
O=C1CN(C(=O)CSc2nc(-c3ccccc3)cs2)c2ccccc2N1,2,0,0.1,-1,-1.3,-1,0,-1.0,4.8,-3,-0.3

# Another view of some results above:
Structure | MBD2 inh | PLC-gamma1 inh | DAX1 inh-1 | Rev-erbA mod | ssDAF-12 act | ADAM17 inh | PLCb3 inh | DAX1 inh-2 | hgDAF-12 ag | SMARCA2 act | hcDAF-12 act
Cc1ccc(S(=O)(=O)NCC(=O)OCC(=O)c2cccs2)cc1 | 2 | 3 | 0.2 | 4 | -0.6 | -7 | -2 | -0.8 | 1.1 | -2 | -1.8
CN(C)c1ccncc1C(=O)Nc1ccc(F)cc1F | 9 | 2 | 0.5 | 0 | -1.4 | -8 | -4 | 1.5 | 1.0 | -4 | -1.1
Cc1ccc(C)c(N2C(=O)CC(Cc3ccccc3)C2=O)c1 (stereo not drawn) | 1 | 4 | 0.5 | 4 | -1.5 | 6 | -8 | 1.1 | 1.4 | -4 | -2.7
Cc1cc(C)c[n+](-c2[nH]c(=O)sc2/C=N/N=C(\[O-])c2cccnc2)c1 | -14 | 7 | 1.2 | -1 | -0.8 | 1 | 6 | -0.1 | 1.5 | -2 | -1.2
COc1ccccc1C(=O)OCC(=O)NC(=O)NC1CCCC1 | 4 | 1 | -0.5 | -2 | -1.1 | -3 | -6 | -0.5 | -1.2 | 0 | -0.7

# (more compounds)
SMILES,MBD2 inh,PLC-gamma1 inh,DAX1 inh-1,Rev-erbA mod,ssDAF-12 act,ADAM17 inh,PLCb3 inh,DAX1 inh-2,hgDAF-12 ag,SMARCA2 act,hcDAF-12 act
CC1CCCC(NC(=O)COC(=O)COc2ccc(Cl)cc2)C1C (stereo not drawn),-9,-1,-0.6,-1,0.2,0,0,-0.3,0.1,0,-1.5
Cc1ccc(S(=O)(=O)/C(C#N)=C/c2c(N3CCOCC3)nc3ccccn3c2=O)cc1,-8,0,0.3,-2,-1.4,-3,-2,1.4,3.0,-3,0.4
COc1cccc(Nc2nc(N)nc(-c3oc4ccccc4c3C)n2)c1,0,-15,-1.1,-2,-0.9,4,-23,-1.0,6.4,5,-0.6
CC(=O)c1cccc(-c2cnc3c(NC=O)cc(-c4ccccc4)cn23)c1,0,-19,-0.6,1,-0.7,-3,-25,.,-1.4,2,-2.8
CC(C)(C)c1ccc(NC(=O)COC(=O)c2ccc([N+](=O)[O-])s2)cc1,-9,-2,0.9,9,-1.1,8,-2,-1.4,2.5,0,-2.7
Cc1sc2ncn(-c3ccccc3)c(=O)c2c1C,4,0,-0.6,-9,-2.2,-2,-4,0.2,-3.0,-2,-1.5
COc1ccccc1CN1CC(C(=O)NCCc2cn[nH]c2)CCC1=O (stereo not drawn),1,-2,0.6,0,-1.6,-2,-4,0.0,0.2,3,0.6
Cc1ccc(S(=O)(=O)NNC(=O)c2cccs2)c(C)c1,1,8,-0.1,-3,-0.9,3,2,0.4,-2.1,-1,-1.9
O=C1CC(c2cccc(Cl)c2)CC(O)=C1C=NC1CCCC1 (stereo not drawn),0,-3,0.2,0,-1.6,-3,-70,-1.4,-1.0,-2,-2.8
CCc1nnc(NS(=O)(=O)c2ccc(NC(=O)COc3ccc4ccccc4c3)cc2)s1,-5,2,0.3,-1,-1.2,-3,-3,0.1,1.2,2,-1.7
COc1ccc2[nH]c(=O)c(CN(C(=O)c3ccncc3)C(C)C)cc2c1,2,-11,-0.1,-1,-0.4,-41,-20,0.7,-0.8,1,0.6
Cc1[nH]c2ccccc2c1N=Nc1ccccc1F,-5,3,1.1,3,0.6,8,2,-0.1,6.4,1,2.9
O=C(Nc1ccc(Cl)cc1)P(=O)(O)c1ccccc1,2,3,0.0,-5,-1.3,0,7,-0.6,0.2,2,-1.6
CCOC(=O)N1CCN(C(=O)COc2cc(=O)n(C)c3ccccc23)CC1,-1,2,-0.3,-1,-1.6,1,3,0.1,-0.4,-3,-0.6
CC(=O)Nc1ccc(C(=O)NNC(=O)C2CC2)cc1,-5,2,-0.5,-6,-0.8,0,-18,-0.1,-0.9,-1,-0.2
CN(C)S(=O)(=O)c1ccc(Cl)c(C(=O)NCCNC(=O)c2cc(S(=O)(=O)N(C)C)ccc2Cl)c1,8,-1,-0.4,0,-0.7,-10,-2,-1.6,0.5,-3,0.0
CCOC(=O)c1cnc(-c2ccccc2)nc1Oc1ccc(C)cc1,0,-3,-0.3,-5,-1.4,-4,1,0.6,0.5,0,-0.5
COc1cc([N+](=O)[O-])ccc1NC(=O)CN1CCOCC1,3,1,-0.3,2,-1.0,-1,8,-1.2,1.0,0,-0.3

# Exported as labelled records: two of the compounds above
CN(C)S(=O)(=O)c1ccc(Cl)c(C(=O)NCCNC(=O)c2cc(S(=O)(=O)N(C)C)ccc2Cl)c1
  MBD2 inh: 8
  PLC-gamma1 inh: -1
  DAX1 inh-1: -0.4
  Rev-erbA mod: 0
  ssDAF-12 act: -0.7
  ADAM17 inh: -10
  PLCb3 inh: -2
  DAX1 inh-2: -1.6
  hgDAF-12 ag: 0.5
  SMARCA2 act: -3
  hcDAF-12 act: 0.0
CCOC(=O)N1CCN(C(=O)COc2cc(=O)n(C)c3ccccc23)CC1
  MBD2 inh: -1
  PLC-gamma1 inh: 2
  DAX1 inh-1: -0.3
  Rev-erbA mod: -1
  ssDAF-12 act: -1.6
  ADAM17 inh: 1
  PLCb3 inh: 3
  DAX1 inh-2: 0.1
  hgDAF-12 ag: -0.4
  SMARCA2 act: -3
  hcDAF-12 act: -0.6

# High-throughput results: PubChem BioAssay, several laboratories
